Large T inhibition: TAg ATPase/helicase activity blockers – biochemical (AID 1903) | SV40 large T antigen ATPase/helicase inhibition assay; higher % means a stronger effect | inhibition, % at 20 µM; hits with a dose series show IC50 in µM | 310,000 tested, 0.39% active; in the data active = a potency from the dose series; inconclusive = inhibition mostly from about 32% at the one dose, without a potency; inactive = the rest, 99 in 100 with inhibition below about 32%; also: strong numbers were not always called active
UTI89 phage lysis: inhibition of K1F phage lysis, E. coli UTI89, bacterial capsule biogenesis inhibitors, alamar blue (AID 488966); E. coli UTI89 K1F phage lysis, alamar blue, 2 h; higher % means a stronger effect; 340,000 tested, 0.02% active; inhibition, % at 100 µM; hits with a dose series show IC50 in µM;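 active = phage lysis inhibition, versus mean bacterial control, above a set limit; inconclusive = no clear call, values can overlap the other calls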;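 also: capsule biogenesis inhibitors block K1F phage lysis so surviving cells raise fluorescence; higher fluorescence means more inhibition of phage lysis; actives were called in the ten point dose series up to 300 µM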
Salmonella PhoP GFP: inhibitors of PhoP regulon expression, primary screen, Salmonella Typhimurium, GFP reporter (AID 1863); one-dose inhibition, % at 50 µM; IC50 in µM for titrated hits; 300,000 tested, 0.16% active; S. Typhimurium PhoP-regulated promoter GFP reporter, 4 h; higher % means a stronger effect;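 active = inhibition over 29.93%, a cutoff 3 SD above the screen mean, later confirmed by dose response; inconclusive = inhibition over 29.93% but no dose response follow-up; inactive = inhibition at most 29.93% or unconfirmed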;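 also: 0% = low Mg2+ inducing control and 100% = high Mg2+ repressing control; strong numbers were not always called active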
Dengue-2 NS5 capping: flavivirus cap methylation enzyme inhibition – biochemical, confirmation dose response, primary screen (AID 588689); Dengue-2 NS5 methyltransferase capping enzyme assay, biochemical; higher % means a stronger effect; inhibition, % at 25 µM; hits with a dose series show IC50 in µM; 340,000 tested, 0.3% active; in the data active = a potency from the dose series; inconclusive = inhibition above about 29% without an active follow-up result
NTR1 ag: NTR1-driven beta-arrestin-GFP spot formation – imaging, U2OS cells, high content, primary screen (AID 493036); P30989; agonist mode; activation, % at 20 µM; 330,000 tested, 0.17% active;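 active = activation at or above 40% of the spot to cytoplasm intensity ratio, with at least 20 cells analyzed; inconclusive = wells under 20 cells, flagged as cytotoxic or low count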;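 also: 0% = DMSO without peptide and 100% = 100 nM NTR1 peptide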
Target sequence (P30989 whole entry, looked up): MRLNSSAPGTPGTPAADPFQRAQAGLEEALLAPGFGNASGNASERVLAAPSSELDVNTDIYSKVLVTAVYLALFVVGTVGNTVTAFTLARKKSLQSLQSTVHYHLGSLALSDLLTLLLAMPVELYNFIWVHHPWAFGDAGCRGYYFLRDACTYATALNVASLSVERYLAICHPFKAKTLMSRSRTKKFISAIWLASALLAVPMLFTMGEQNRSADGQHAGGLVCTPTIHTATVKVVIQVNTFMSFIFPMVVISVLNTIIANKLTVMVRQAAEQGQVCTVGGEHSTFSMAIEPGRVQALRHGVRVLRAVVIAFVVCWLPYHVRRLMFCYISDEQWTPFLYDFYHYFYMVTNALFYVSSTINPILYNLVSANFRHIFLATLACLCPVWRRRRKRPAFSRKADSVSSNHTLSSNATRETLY
RSV CPE inhibition: inhibition of RSV-induced cytopathic effect – HEp-2 cells, primary 10 µM value included (AID 2391); HEp-2 cells, RSV-induced CPE inhibition; higher % means a stronger effect; CPE inhibition, % at 10 µM, or IC50 in µM where a hit was titrated; 310,000 tested, 0.13% active; in the data active = a potency from the dose series; inconclusive = CPE inhibition mostly from about 23% at the one dose, without a potency; inactive = the rest, 99 in 100 with CPE inhibition below about 21%; also: strong numbers were not always called active
West Nile virus CPE: West Nile virus antiviral activity, cell-based, CPE readout (AID 1621); West Nile virus-infected cells, CPE inhibition; higher % means a stronger effect; one-dose CPE inhibition, % at 10 µM; IC50 in µM for titrated hits; 290,000 tested, 0.02% active; in the data active = a potency from the dose series; inconclusive = CPE inhibition mostly from about 3.7% at the one dose, without a potency; inactive = the rest, 99 in 100 with CPE inhibition below about 2.2%; also: strong numbers were not always called active
MgcRacGAP inhibition: MgcRacGAP GTPase-activating activity inhibitors, confirmation, biochemical, ADP Hunter fluorescence. MgcRacGAP-stimulated Rac1 GTP hydrolysis, ADP Hunter fluorescence; higher % means a stronger effect; GST-tagged Rac1 F28L mutant substrate. inhibition, % at 30 µM, or IC50 in µM where a hit was titrated. 340,000 tested, 0.6% active;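 active = first-screen hits whose inhibition reached a set limit at any dose in the follow-up dose series; inconclusive = inhibition above the set first-screen limit but never retested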;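 also: fluorescence reports GDP produced by GAP-driven GTP hydrolysis; strong numbers were not always called active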
T cell modulator: T cell immune modulators affecting CD8 T cell-vesicle binding; 2C CD8+ T cell-vesicle binding, flow cytometry; active compounds read low; calls only at 7 µM; 330,000 tested, 0.068% active;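 active = response, share of CD8 T cells binding vesicles, and their 90th percentile fluorescence all below set limits, cut at about 80% in these data, passing the limit was not always enough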
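Assay system – 2C mouse CD8+ T cells · Also added – QL9-loaded Drosophila micro-vesicles · Timing – Cell–vesicle co-incubation 1.5 h at 37 °C, staining 20 min on ice · Signal – flow cytometry of vesicle-bound cells · Measure – percent CD8+ FL2 mean versus row control · Controls – Peptide-free naked vesicles (low) and QL9 vesicles with 0.7% DMSO vehicle (high)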
T cell modulator vesicle-bound %: second read-out of T cell modulator, no call of its own (marks repeat the call); double positive events, %; measured here: CD8+ vesicle-bound cell fraction;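 binding gate set so that unloaded-vesicle control wells show 10% double positive cells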
NTR1 ag cell count 20 µM: second read-out of NTR1 ag, no call of its own (marks repeat the call); cell count; measured here: cell count, cytotoxicity flag
Numbers without * were called inactive; i = inactive; ? = inconclusive; / = no result given; [ ] = dose if it differs, or a comment.

1: COc1ccc(-n2nc(C(=O)NCC(=O)NC3CCCC(C)C3C)c3ccccc3c2=O)cc1 (stereo not given)
2: Cc1ccc2nc(SCC(=O)NCc3ccco3)nc(=O)n2c1
3: Cc1nc(-c2ccc(S(=O)(=O)N3CCN(C(c4ccccc4)c4ccccc4)CC3)s2)cs1
4: CC(C)(C)N(NS(=O)(=O)c1ccc(F)cc1)c1ccccc1
5: COc1cc([N+](=O)[O-])ccc1NC(=O)NCc1ccco1
6: COC(=O)c1cccc(NC(=O)NC2CCCN2S(=O)(=O)c2ccc(Cl)cc2)c1 (stereo not given)
7: CC(C)Cc1cc(C(=O)Nc2sc3c(c2C#N)CCC3)no1
8: COc1cc2c3c(c1)C1(C(=O)N3C(C)(C)C=C2C)C(C#N)=C(N)Oc2cc(C)oc(=O)c21 (stereo not given)

Assay by compound	1	2	3	4	5	6	7	8
Large T inhibition	12%	11%	9%	26%	-4%	2%	9%	0%
UTI89 phage lysis	0.2%	0.5%[50 µM]	0.7%	0.2%	1.4%	-1.3%	6.4%	0.3%
Salmonella PhoP GFP	-3%	6%	-3%	0%	9%	-9%	-7%	-6%
Dengue-2 NS5 capping	-5%	-5%	-2%	-12%	-2%	17%	-2%	2%
NTR1 ag	1.6	-1.2	0.6	0.9	0.0	/	-0.5	/
NTR1 ag cell count 20 µM	59	59	59	75	38	/	51	/
RSV CPE inhibition	2.6%	-0.6%	/	1.0%	6.7%	/	7.8%	/
West Nile virus CPE	0.6%	/	-0.7%	0.3%	0.1%	0.1%	0.1%	0.8%
MgcRacGAP inhibition	3%	5%	12%	36%	10%	4%	2%	9%
T cell modulator	i	i	i	i	i	/	i	/
T cell modulator vesicle-bound %	52	33	34	56	36	/	28	/

Some of these compounds in order of length of the SMILES, ascending.
7: CC(C)Cc1cc(C(=O)Nc2sc3c(c2C#N)CCC3)no1
5: COc1cc([N+](=O)[O-])ccc1NC(=O)NCc1ccco1
4: CC(C)(C)N(NS(=O)(=O)c1ccc(F)cc1)c1ccccc1
6: COC(=O)c1cccc(NC(=O)NC2CCCN2S(=O)(=O)c2ccc(Cl)cc2)c1 (stereo not given)
1: COc1ccc(-n2nc(C(=O)NCC(=O)NC3CCCC(C)C3C)c3ccccc3c2=O)cc1 (stereo not given)
3: Cc1nc(-c2ccc(S(=O)(=O)N3CCN(C(c4ccccc4)c4ccccc4)CC3)s2)cs1
8: COc1cc2c3c(c1)C1(C(=O)N3C(C)(C)C=C2C)C(C#N)=C(N)Oc2cc(C)oc(=O)c21 (stereo not given)

Assay by compound	7	5	4	6	1	3	8
Large T inhibition	9%	-4%	26%	2%	12%	9%	0%
UTI89 phage lysis	6.4%	1.4%	0.2%	-1.3%	0.2%	0.7%	0.3%
Salmonella PhoP GFP	-7%	9%	0%	-9%	-3%	-3%	-6%
Dengue-2 NS5 capping	-2%	-2%	-12%	17%	-5%	-2%	2%
NTR1 ag	-0.5	0.0	0.9	/	1.6	0.6	/
NTR1 ag cell count 20 µM	51	38	75	/	59	59	/
RSV CPE inhibition	7.8%	6.7%	1.0%	/	2.6%	/	/
West Nile virus CPE	0.1%	0.1%	0.3%	0.1%	0.6%	-0.7%	0.8%
MgcRacGAP inhibition	2%	10%	36%	4%	3%	12%	9%
T cell modulator	i	i	i	/	i	i	/
T cell modulator vesicle-bound %	28	36	56	/	52	34	/

Continued:
9: CCn1c(=O)c2cc(C(=O)N(C)CC(OC)OC)sc2c2ccccc21
10: CCOC(=O)c1nn(-c2ccccc2F)c(C)c1C(C)=O
11: CC(C)c1nccn1CCC(=O)O
12: O=C1c2ccccc2C(=O)N1c1ncn[nH]1
13: COc1ccc(OC)c(NC(=O)C2CC(=O)N(c3ccccc3)C2)c1 (stereo not given)
14: O=C(NCc1ccccc1)C(c1ccccc1)N(C(=O)c1csnn1)C1CCCC1 (stereo not given)
15: Cc1cc(Nc2cccc(Cl)n2)n(-c2ccccc2)n1
16: Nc1ccccc1SCc1csc(-c2ccc(Cl)cc2)n1

Assay by compound	9	10	11	12	13	14	15	16
Large T inhibition	8%	5%	7%	4%	17%	1%	2%	3%
UTI89 phage lysis	0.2%	-0.3%	-0.5%[50 µM]	0.0%	1.2%	-0.5%	2.2%	-0.3%
Salmonella PhoP GFP	-2%	-2%	-2%	-12%	-9%	2%	12%	3%
Dengue-2 NS5 capping	-7%	-4%	-1%	-2%	-2%	0%	-9%	-7%
NTR1 ag	-0.9	-1.0	-0.8	-0.5	0.0	2.7	1.8	9.4
NTR1 ag cell count 20 µM	96	57	41	45	38	50	63	91
RSV CPE inhibition	8.5%	-0.2%	0.2%	-1.1%	0.3%	0.6%	11%	11%
West Nile virus CPE	-0.9%	0.4%	0.2%	0.1%	-0.1%	-0.9%	-0.8%	0.0%
MgcRacGAP inhibition	13%	5%	7%	14%	9%	3%	5%	17%
T cell modulator	i	i	i	i	i	i	i	i
T cell modulator vesicle-bound %	23	47	36	12	45	37	20	39

17: C/C(=N\NC(=S)NCCc1ccccc1)c1cccs1
18: COc1ccccc1NC(=O)CSc1nnc(COc2ccc(Cl)cc2)n1Cc1ccco1
19: COc1ccc(-c2cc(-c3cccs3)nc(OC)c2C#N)cc1OC
20: COc1ccc(C(=O)NC2CCN(CC(=O)NC3CCCCC3)CC2)cc1
21: Cc1nn(CC(=O)Nc2ccc(C(=O)N3CCCCC3)cc2)c(=O)c2ccccc12
22: Cc1cccc(-n2ncc3c2CCCC3NC(=O)CCN2CCCCO2)c1C (stereo not given)
23: CCN1CCN(C(=O)c2c(-c3c(Cl)cccc3Cl)noc2C)CC1
24: Nc1nc(COc2ccc(Cl)cc2)cs1

Assay by compound	17	18	19	20	21	22	23	24
Large T inhibition	5%	8%	13%	22%	0%	13%	7%	9%
UTI89 phage lysis	i	0.1%	4.5%	0.1%	-4.5%	0.0%	0.1%	-1.0%
Salmonella PhoP GFP	20%	0%	-12%	1%	6%	3%	0%	1%
Dengue-2 NS5 capping	?	-2%	-4%	-2%	-2%	0%	-12%	-1%
NTR1 ag	4.1	4.9	3.3	2.3	1.0	-0.2	-0.8	-1.5
NTR1 ag cell count 20 µM	49	79	51	49	52	63	57	91
RSV CPE inhibition	7.5%	1.3%	3.1%	1.2%	2.4%	5.8%	0.2%	1.0%
West Nile virus CPE	-1.5%	-1.1%	0.0%	0.0%	-0.4%	-0.5%	0.2%	-1.0%
MgcRacGAP inhibition	5%	6%	7%	5%	11%	7%	5%	5%
T cell modulator	i	i	i	i	i	i	i	i
T cell modulator vesicle-bound %	47	37	45	21	13	31	16	53

25: Cc1ccc2nc(N/C(N)=N/S(=O)(=O)c3ccc([N+](=O)[O-])cc3)nc(C)c2c1
26: O=C(NCC1CC1)NC(=O)c1c(F)cccc1Cl
27: O=C(NCc1ccccc1)C1CCCN(S(=O)(=O)c2ccc(-n3cnnn3)cc2)C1 (stereo not given)
28: CCOCCCNC(=O)c1c(N)n(-c2ccc(S(N)(=O)=O)cc2)c2nc3ccccc3nc12
29: O=C(COC(=O)c1cccc(O)c1)NCc1ccc2c(c1)OCO2
30: Cc1ccc(-c2nc3c(c(=O)[nH]c(=O)n3Cc3ccccc3)n2C)s1
31: CCc1ccc(/C=C2\SC(N3CCCC3)=NC2=O)cc1
32: Cc1ccc(S(=O)(=O)N(C)Cc2ccc(-c3nnco3)cc2)cc1

Assay by compound	25	26	27	28	29	30	31	32
Large T inhibition	4%	2%	-10%	4%	9%	1%	1%	11%
UTI89 phage lysis	3.8%[50 µM]	0.1%	0.3%	0.0%	0.1%	/	-0.4%	-0.2%
Salmonella PhoP GFP	-10%	1%	2%	-3%	-3%	1%	0%	-11%
Dengue-2 NS5 capping	5%	-1%	-3%	-6%	-9%	/	-7%	-4%
NTR1 ag	-0.5	3.4	0.3	0.3	2.5	3.0	2.9	0.8
NTR1 ag cell count 20 µM	74	82	44	59	52	66	68	54
RSV CPE inhibition	58%	1.0%	-0.1%	-1.1%	1.1%	2.6%	39%	2.1%
West Nile virus CPE	-0.5%	-0.6%	-0.4%	-0.1%	0.0%	0.1%	-1.2%	0.0%
MgcRacGAP inhibition	7%	6%	4%	8%	6%	/	5%	16%
T cell modulator	i	i	i	i	i	i	i	i
T cell modulator vesicle-bound %	14	24	13	17	56	45	50	8

33: COc1ccc(-c2cc3cc(OC)c(OC)cc3cn2)cc1
34: CC[C@@]12C(=O)N(c3cccc(C)c3)C(=O)N1[C@H](c1ccc(Br)cc1)[C@@H]1C(=O)N(C(C)(C)C)C(=O)[C@@H]12
35: Cn1c(=O)c2c(nc(SCC(=O)NCC3CCCO3)n2Cc2ccc(F)cc2)n(C)c1=O (stereo not given)
36: CCOc1ccc2nc(NC(=O)c3ccco3)sc2c1
37: CCOC(=O)N1CCN(C(=O)CCC(=O)N2CCOc3ccc(C)cc32)CC1

Assay by compound	33	34	35	36	37
Large T inhibition	/	11%	5%	-1%	2%
UTI89 phage lysis	-0.3%	4.1%	0.2%	2.8%	-0.5%
Salmonella PhoP GFP	/	2%	8%	-1%	-9%
Dengue-2 NS5 capping	3%	-7%	-1%	10%	-3%
NTR1 ag	3.7	1.1	0.4	2.1	1.2
NTR1 ag cell count 20 µM	61	94	49	63	52
RSV CPE inhibition	/	8.9%	1.7%	0.4%	-0.2%
West Nile virus CPE	/	-1.4%	0.1%	-0.7%	-0.3%
MgcRacGAP inhibition	16%	3%	3%	14%	1%
T cell modulator	i	i	i	i	i
T cell modulator vesicle-bound %	15	17	34	66	38

High-throughput results (PubChem)
